PP1 counter = PP1-alpha (human) inhibition in PP5 counter-screen; P62136; purified PP1alpha, OMFP fluorescence; inhibition, % at 6.7 µM; 320,000 tested, 0.9% active;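 active = inhibition above the mean inhibition of all tested compounds plus 3 SD, computed separately for each screening campaign, cut at about 15% in these data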
Efflux pump mplx = antifungal efflux pump inhibition, Nile Red retention; 330,000 tested, 0.44% active; inhibition, % at 10 µM; S. cerevisiae Candida pump triplex;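 active = plate passing quality check with inhibition over a set limit, or well fluorescence over plate mean plus 4 SD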;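 note: Nile Red retained in pooled yeast measured as flow cytometry median fluorescence; 0% = buffer negative control and 100% = Enniatin B positive control; higher means more Nile Red kept so more efflux inhibition; some compounds called inactive have numbers as strong as hits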
CTSL1 counter = blocks F. hepatica cathepsin L1 in PFM18AAP counter-screen; recombinant F. hepatica cathepsin L1, Z-Leu-Arg-MCA fluorescence; 300,000 tested, 0.49% active; inhibition, % at 5.96 µM;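 active = inhibition above the mean of all tested compounds plus 3 SD, set per screening campaign, cut at about 17% in these data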;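 note: 0% = plate median of test compound wells and 100% = 1 µM Z-Phe-Ala-diazomethylketone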
proCasp3 act = activators of human procaspase-3 | recombinant procaspase-3 D3A, Ac-DEVD-pNA absorbance 405 nm | 330,000 tested, 0.11% active | activation, % at 8.5 µM | AID 463141;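 active = activation above the mean of all tested compounds plus 3 SD, cut at about 21% in these data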;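 note: 0% = DMSO alone and 100% = DMSO wells spiked with extra 5 µM PC-3 D3A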
Target sequence (P42574 whole entry D9A/D28A/D175A): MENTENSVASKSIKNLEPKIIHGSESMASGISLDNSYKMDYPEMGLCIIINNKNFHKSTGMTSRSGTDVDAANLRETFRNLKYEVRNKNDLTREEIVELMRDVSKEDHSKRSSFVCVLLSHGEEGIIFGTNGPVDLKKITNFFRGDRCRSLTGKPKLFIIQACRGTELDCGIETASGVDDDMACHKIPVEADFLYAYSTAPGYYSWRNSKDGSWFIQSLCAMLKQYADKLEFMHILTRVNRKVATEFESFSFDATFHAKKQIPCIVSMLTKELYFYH
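Assay system – Procaspase-3 D3A mutant · Benchmarks – DMSO low control, extra-enzyme high control · Technique – 405 nm absorbance of p-nitroaniline, reads at 0 and 120 min · Doses – 8.5 µM nominal · Measure – % activation between DMSO and enzyme-spiked controls · Also added – Ac-DEVD-pNA chromogenic peptide substrate · Schedule – 1 h compound preincubation, 2 h substrate hydrolysis at 25 °C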
HCV core dimer = HCV core protein dimerization inhibition; TR-FRET GST/Flag-core106 dimerization, 1536-well; inhibition, % at 5 µM; 300,000 tested, 0.33% active;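 active = inhibition above the mean of all tested compounds plus 3 SD, set per screening campaign, cut at about 45% in these data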
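assay system = GST-tagged and Flag-tagged HCV core protein residues 1-106 | controls = unlabelled core106 and no-GST-core106 wells | incubation = compound-protein-antibody incubation 4 h at 22.5 °C | probe or stimulus = Eu donor and XL665 acceptor anti-tag antibodies | read-out = % inhibition based on acceptor/donor emission ratio | signal = TR-FRET 671 and 617 nm emission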
procasp7 counter = counter-screen: procaspase-7 (human) activation | AID 463210 | P55210 | recombinant procaspase-7, Ac-DEVD-pNA absorbance 405 nm; D23A/D198A/D206A triple mutant, cannot self-cleave; scale: DMSO 0, 5 µM enzyme 100 | activation, % at 8.5 µM | 330,000 tested, 0.093% active;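 active = percent activation above the screen-wide mean plus 3 SD, cut at about 25% in these data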
Target sequence (P55210 whole entry D23A/D198A/D206A): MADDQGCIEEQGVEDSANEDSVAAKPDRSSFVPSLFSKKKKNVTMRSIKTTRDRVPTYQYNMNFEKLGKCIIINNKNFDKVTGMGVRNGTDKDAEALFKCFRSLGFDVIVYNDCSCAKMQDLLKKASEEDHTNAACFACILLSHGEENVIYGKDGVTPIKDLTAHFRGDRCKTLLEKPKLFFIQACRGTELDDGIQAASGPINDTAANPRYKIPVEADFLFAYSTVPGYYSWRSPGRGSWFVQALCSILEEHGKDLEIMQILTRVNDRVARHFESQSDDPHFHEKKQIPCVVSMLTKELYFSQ
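signal = Epi-absorbance of released pNA at 405 nm, two timepoints | assay system = Uncleavable procaspase-7 mutant enzyme | reagent = Ac-DEVD-pNA substrate, 400 µM as added | times = 1 h enzyme–compound preincubation and 2 h substrate reaction, both 25 °C | benchmarks = low DMSO alone, high DMSO plus 5 µM PC-7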
TPT1 inhibitor = inhibitors of Candida albicans tRNA 2'-phosphotransferase TPT1; inhibition, % at 5 µM; 300,000 tested, 0.81% active; recombinant caTPT1, FP RNA substrate dephosphorylation;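 active = inhibition above the mean of all tested compounds plus 3 SD, set per screening campaign, cut at about 24% in these data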;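 note: plate controls were DMSO alone for no effect and ferristatin control at 100 nM for full effect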
GASC-1 inh = human JMJD2C demethylase inhibition; AID 2099; inhibition, % at 2.35 µM; 330,000 tested, 0.069% active; GST-JMJD2C(1-420) H3K9me3 demethylation, DELFIA europium;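 active = more than half of a compound's replicate wells show inhibition beyond 50%, single wells judged on their own value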;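 note: signal counts dimethyl H3K9 product captured on neutravidin plate; 0% = median of DMSO wells and 100% = 0.3 times that DMSO median; strong numbers were not always called active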
Target sequence (Q9H3R0 1-420 limits assumed): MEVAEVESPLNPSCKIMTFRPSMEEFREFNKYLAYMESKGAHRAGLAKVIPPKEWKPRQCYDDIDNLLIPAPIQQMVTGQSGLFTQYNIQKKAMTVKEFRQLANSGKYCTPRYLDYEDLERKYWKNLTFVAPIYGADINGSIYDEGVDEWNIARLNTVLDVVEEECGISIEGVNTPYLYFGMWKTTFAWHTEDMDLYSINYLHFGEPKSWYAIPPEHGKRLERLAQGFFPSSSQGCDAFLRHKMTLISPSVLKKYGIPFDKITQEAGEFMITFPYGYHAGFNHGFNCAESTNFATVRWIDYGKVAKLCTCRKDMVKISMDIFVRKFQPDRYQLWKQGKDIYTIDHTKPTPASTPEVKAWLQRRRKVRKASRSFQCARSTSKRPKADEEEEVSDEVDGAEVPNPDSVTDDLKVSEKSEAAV
PP5 primary = PP5 (human) phosphatase inhibition; P53041; purified PP5c, OMFP substrate fluorescence; inhibition, % at 6.7 µM; 320,000 tested, 0.18% active;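 active = inhibition above the campaign's mean inhibition across all tested compounds plus 3 SD, cut at about 9.5% in these data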;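 note: 0% = DMSO only and 100% = 100 µM cantharidin control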
Numbers without * were called inactive; nt = no result given.

cpd	mol	PP1 counter	Efflux pump mplx	CTSL1 counter	proCasp3 act	HCV core dimer	procasp7 counter	TPT1 inhibitor	GASC-1 inh	PP5 primary
1	Cc1ccc(C2CC(=O)NC(SCc3ccccc3)=C2C#N)cc1 (stereo not given)	1	0.3	3	4	-3	11	4	-1	3.0
2	Cc1nc(SCC(=O)Nc2ccccc2Cl)c2c(C)c(C)sc2n1	2	0.0	nt	3	nt	8	nt	nt	-1.0
3	CCOC(=O)N1CCN(Cc2nc(N)nc(Nc3ccc(OC)cc3)n2)CC1	2	0.0	0	-5	1	-7	-1	5	1.8
4	COc1ccc(-n2c(CNC(=O)COc3ccc(Cl)cc3Cl)n[nH]c2=S)cc1	-4	0.3	-3	-4	5	-4	1	nt	-1.8
5	COc1ccc(-c2cc3c(=O)n(CC(=O)NCc4ccccc4F)ncn3n2)cc1	-3	0.1	0	1	8	2	0	-14	4.6
6	COc1cccc(C(=O)NCCS(=O)(=O)N2CCC(C)CC2)c1	-1	-0.1	-1	-14	0	3	0	2	-1.6
7	COc1cccc(NC(=O)COc2coc(CN3CCN(c4ccccc4)CC3)cc2=O)c1	-3	0.1	1	-5	1	0	5	-14	4.1
8	CCOC(=O)N1CCN(C(=O)COc2ccc(Cl)cc2C)CC1	-3	0.1	2	1	-6	1	-2	4	-0.9
9	CC(C)c1ccc(NC(=O)COC(=O)C2CC3C=CC2C3)cc1 (stereo not given)	nt	-0.4	nt	4	nt	16	nt	-4	nt
10	CCN(CC)CCNC(=O)Cn1nc(-c2ccc(C)cc2)ccc1=O	-6	0.1	0	-1	-1	0	3	5	-0.3
11	CCc1cccc(OCC(=O)Nc2ccc(S(=O)(=O)N3CCCC3)cc2)c1	1	-0.1	-3	7	9	-13	-3	-23	0.8
12	COc1cc(C(=O)N2CCN(c3ncnc4sc(C)c(C)c34)CC2)cc(OC)c1OC	-5	-0.1	1	3	0	0	-1	9	-2.3
13	O=C(NCCSc1ncc(-c2ccc(F)cc2)[nH]1)c1ccc2c(c1)OCO2	3	-0.1	1	-1	-9	-13	-4	-20	2.2
14	CCOC(=O)Cn1c(N2CCCCCC2)nc2c1c(=O)[nH]c(=O)n2C	-3	-0.1	-2	-2	-7	5	1	3	1.3
15	O=C(NCc1ccccc1)c1noc2c1CCCCC2	-4	-0.2	-1	4	-1	-2	-2	-13	1.8
16	CCc1cc2ccc(C)cc2nc1SCC(=O)Nc1cc(C)on1	-3	0.1	1	-6	5	10	-1	-7	7.2
17	COc1ccc2oc(=O)c(NC(=O)C3CCCCC3)cc2c1	-1	0.0	2	-5	-2	-2	0	3	-0.8
18	CCN(CC(=O)Nc1cc(Cl)ccc1C)C(=O)CCc1nc2ccccc2c(=O)[nH]1	-3	0.1	nt	8	nt	8	nt	0	1.7
19	CC1CC(C)CN(C(=O)c2cccc(S(=O)(=O)Nc3cc(C(F)(F)F)ccc3Cl)c2)C1 (stereo not given)	6	0.3	10	-1	21	11	2	-3	3.5
20	NC(=S)N/N=C/c1c[nH]c2ccccc12	0	-0.2	102*	1	-6	-3	-2	-1	-1.0
21	CCOc1ccc(N2C(=O)c3ccccc3C2O)cc1 (stereo not given)	3	0.2	0	11	1	1	1	2	1.5
22	CN1C(=O)N(C)C2(c3ccccc3)Nn3c(s/c(=C/c4ccccc4)c3=O)=NC12c1ccccc1 (stereo not given)	-3	0.2	-1	5	-3	1	4	-2	1.7
23	CCn1cc(CCC(=O)NCCN2CCOCC2)c2ccccc21	0	-0.1	-2	-5	-9	6	-5	-6	1.9
24	c1ccc2[nH]c(SCc3cn4ccccc4n3)nc2c1	-1	-0.1	6	-6	-5	1	1	1	0.6

Entries of single compounds from above:
`CN1C(=O)N(C)C2(c3ccccc3)Nn3c(s/c(=C/c4ccccc4)c3=O)=NC12c1ccccc1` (stereo not given) is entered as PP1 counter: -3; Efflux pump mplx: 0.2; CTSL1 counter: -1; proCasp3 act: 5; HCV core dimer: -3; procasp7 counter: 1; TPT1 inhibitor: 4; GASC-1 inh: -2; PP5 primary: 1.7
`COc1ccc2oc(=O)c(NC(=O)C3CCCCC3)cc2c1` is entered as PP1 counter: -1; Efflux pump mplx: 0.0; CTSL1 counter: 2; proCasp3 act: -5; HCV core dimer: -2; procasp7 counter: -2; TPT1 inhibitor: 0; GASC-1 inh: 3; PP5 primary: -0.8

Further structures.
cpd	mol	PP1 counter	Efflux pump mplx	CTSL1 counter	proCasp3 act	HCV core dimer	procasp7 counter	TPT1 inhibitor	GASC-1 inh	PP5 primary
25	COc1cc([N+](=O)[O-])cc(/C=N/N(CCC#N)C(C)=O)c1O	-2	-0.1	2	0	-8	-15	4	11	2.7
26	COc1ccccc1C(CNC(=O)COc1cc(C)ccc1Cl)N1CCCC1 (stereo not given)	-6	0.1	-1	1	-3	-3	-2	-1	4.0
27	COc1ccc(C(=O)C2CCCN(S(=O)(=O)c3cccc(C)c3)C2)c(C)c1 (stereo not given)	0	-0.2	-1	1	6	3	-1	1	4.2
28	COc1ccc(/C=N/NC(=O)c2nc(-c3ccccc3)cc(-c3ccccc3)n2)cc1O	9	-0.3	1	0	27	2	7	4	-1.1
29	Cc1ccccc1NS(=O)(=O)c1ccc(N2CCCC2=O)cc1	-3	0.3	-2	-4	4	-3	0	-6	4.2
30	O=C(CCNC(=O)C1CCN(S(=O)(=O)c2ccc(F)cc2)CC1)NCCc1ccc(Cl)cc1	1	0.1	-6	-2	-6	6	-1	-1	1.9
31	O=C(NNc1nc(-c2ccccc2)cs1)c1cccs1	-1	0.0	-5	-5	-1	0	-1	4	1.0
32	O=C(CSc1nnc2ccccn12)Nc1ccccc1C(=O)O	0	-0.5	-2	2	-4	1	-7	19	2.2
33	Cc1noc(C)c1C(=O)Nc1cccc(S(=O)(=O)N2CCOCC2)c1	-1	-0.4	nt	0	nt	17	nt	6	0.0
34	Cc1ccc(N(C(=O)c2cnccn2)C(C(=O)NC2CCCCC2)c2ccc(O)cc2)cc1 (stereo not given)	0	0.2	-1	-10	-4	13	-6	-21	-0.4
35	O=C1CCN(CCCc2ccccc2)CCN1[C@H](CO)c1ccccc1	1	0.0	-1	3	-8	10	-1	5	3.3
36	CCCCNC(=O)OCC(CC)NC(=O)OC(C)C (stereo not given)	-4	1.9*	-8	-1	-2	1	-2	-16	-5.7
37	Cc1sc2ncnc(N3CCC(C(=O)NNC(=O)c4ccc(Cl)cc4)CC3)c2c1C	-2	-0.1	6	4	0	14	2	0	-0.3
38	CCN(C(=O)CN1CCC(C(=O)OC)CC1)c1c(N)n(Cc2ccccc2)c(=O)[nH]c1=O	nt	0.1	nt	-3	nt	-2	nt	-9	nt
39	Cc1ccccc1NC(=O)CSc1nnc(-c2ccccn2)o1	-2	0.0	0	7	-3	3	-4	-1	3.5
40	COc1ccc(NC2CCCN(C(=O)c3ccncc3)C2)cc1 (stereo not given)	-3	0.0	5	-1	-8	7	-2	-2	0.9
41	COCCNC(=S)NCc1cccs1	-1	0.1	1	12	-2	3	1	3	0.0
42	CCn1cc([N+](=O)[O-])c(C(=O)Nc2ccc3c(c2)OCCO3)n1	-6	-0.1	-2	-4	-8	5	0	-9	-0.8
43	CC(C)(C)c1ccc(/C=C2\SC(=O)N=C2N)cc1	1	0.1	-2	-3	2	3	-3	11	-0.5
44	CCn1c(COC(=O)CNC(=O)c2ccccc2)nc2cc(S(=O)(=O)N(C)C)ccc21	-5	-0.1	-8	-3	-1	8	0	0	-2.6
45	CN1CCN(C(=O)c2cc3c(s2)-c2ccccc2S(=O)(=O)C3)CC1	-4	0.2	2	6	-24	0	1	2	0.7
46	CCCCNC(=O)C(=O)NCc1ccncc1	-1	0.0	1	4	-7	4	-3	12	-1.2
47	CC(=O)c1cccc(NC(=O)Cn2cnc(S(=O)(=O)N3CCC(C)CC3)c2)c1	-3	0.1	0	-4	4	-7	-3	0	-1.4
48	Cn1c(=O)c(S(=O)(=O)C(C)(C)C)c(O)c2ccccc21	0	-0.1	1	-5	1	-5	3	-9	-1.2

As entered above:
cpd 44 in PP1 counter shows -5
cpd 41 in proCasp3 act shows 12

Further structures.
cpd	mol	PP1 counter	Efflux pump mplx	CTSL1 counter	proCasp3 act	HCV core dimer	procasp7 counter	TPT1 inhibitor	GASC-1 inh	PP5 primary
49	COc1ccc(NC(=O)NNC(=O)COc2ccc3ccccc3c2)cc1OC	-1	0.1	-7	-2	1	7	-1	-3	1.0
50	COc1ccccc1Oc1coc2c(CN(C)C)c(O)ccc2c1=O	-5	-0.1	4	-6	3	-6	-2	3	0.4
51	O=C(c1ccccn1)c1ncc(C(F)(F)F)cc1Cl	3	-0.3	0	4	3	10	1	-29	1.7
52	CC(=O)c1cccc(OCc2cc(C(=O)N3CCC(N4CCCCC4)CC3)no2)c1	1	0.0	-4	1	4	-4	0	7	3.0
53	CCN(CC)CCCn1c2c(c(SCC(=O)Nc3ccccc3Cl)nc1=O)CCC2	-6	0.0	2	1	-3	8	1	-5	0.0
54	O=C(Cn1cc(S(=O)(=O)Cc2ccccc2F)c2ccccc21)N1CCOCC1	-7	0.0	3	-3	-2	9	-3	0	2.3
55	CC(/C=N/n1c(-c2cccnc2)n[nH]c1=S)=C\c1ccco1	0	0.0	3	-15	-1	-15	-3	-22	-1.5
56	CC(=O)Nc1ccccc1NC(=O)C/C(C)=N/NC(=O)C(=O)N1CCCCC1	0	0.0	-3	-7	3	-21	-3	6	1.5
57	C#CCOCCOCCOCCNc1nc(N2CCN(C(=O)C([C@@H](C)CC)n3cc(C(N)CC(C)C)nn3)CC2)nc(N2CCN(C(=O)[C@H](CCC(=O)O)n3cc(C(N)[C@H](C)CC)nn3)CC2)n1 (stereo not given in full)	0	0.0	-1	1	-13	7	0	-13	-0.8

High-throughput results from PubChem BioAssay.
